# SIRT5 inh: SIRT5 desuccinylase inhibitors, primary screen, biochemical, fluorescence imaging, single point, set 5. NAD-dependent protein deacylase sirtuin-5, mitochondrial (Homo sapiens), Q9NXA8. actives 1.1% (n = 330,000). Purified SirT5, succinyl-peptide AMC, trypsin-coupled fluorescence. inhibition, % at 15 µM; in the data active = inhibition above about 15%; inconclusive = no clear call, values can overlap the other calls
# Target sequence (Q9NXA8 whole entry, looked up): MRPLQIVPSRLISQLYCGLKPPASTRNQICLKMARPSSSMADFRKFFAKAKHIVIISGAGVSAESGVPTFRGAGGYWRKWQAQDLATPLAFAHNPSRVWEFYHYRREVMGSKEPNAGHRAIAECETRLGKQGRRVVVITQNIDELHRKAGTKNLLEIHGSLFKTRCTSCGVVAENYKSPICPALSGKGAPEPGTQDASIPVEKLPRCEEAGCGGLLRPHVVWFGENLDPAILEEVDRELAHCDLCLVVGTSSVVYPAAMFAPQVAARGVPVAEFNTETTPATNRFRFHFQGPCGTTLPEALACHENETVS
# S100A4 MyoIIA: inhibitors of S100A4-myosin IIA peptide binding, primary screen, biochemical, fluorescence polarization, TAMRA-MyoIIA peptide. actives 0.14% (n = 360,000). AID 652163, 2013. inhibition, % at 10.7 µM;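 active = mean inhibition of at least 70% across replicates, with every replicate also reaching that level; inconclusive = mean inhibition reaches 70% but some replicates fall short; inactive = mean inhibition below 70%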
# Target sequence (P26447 whole entry, looked up): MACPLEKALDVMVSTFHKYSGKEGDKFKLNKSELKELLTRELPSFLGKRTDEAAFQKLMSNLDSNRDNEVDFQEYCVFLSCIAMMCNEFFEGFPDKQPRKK
#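 incubation = readout 5 min after mixing, signal stable up to 60 min | system = S100A4 monomer protein | buffer or medium = HEPES pH 7.2 with CaCl2, KCl, NaCl, DTT, Triton | benchmarks = neutral control DMSO, positive control TFP | also added = fluorescent myosin IIA peptide, 5 nM | compound dosing = one concentration per compound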
# CASP6 VEID inh: human caspase-6 inhibitors, primary screen, biochemical, VEID-R110 fluorescence, single point, set 2; P55212; purified caspase-6, Z-VEID-R110 cleavage fluorescence; inhibition, % at 12.5 µM; actives 0.53% (n = 350,000); AID 686996, 2013;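 active = mean inhibition across replicates at least about 35%, with every replicate also reaching that limit, limit read from the data; inconclusive = only one of the two criteria met; inactive = neither criterion met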;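 note: 0% = median of neutral control wells and 100% = no fluorescence left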
# Target sequence (P55212 24-179 limits assumed): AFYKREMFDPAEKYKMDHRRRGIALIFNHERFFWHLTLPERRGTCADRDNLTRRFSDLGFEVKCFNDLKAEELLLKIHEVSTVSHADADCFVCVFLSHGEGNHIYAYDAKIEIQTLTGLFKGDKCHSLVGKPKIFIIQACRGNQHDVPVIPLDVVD
# Target sequence (P55212 194-293 limits assumed): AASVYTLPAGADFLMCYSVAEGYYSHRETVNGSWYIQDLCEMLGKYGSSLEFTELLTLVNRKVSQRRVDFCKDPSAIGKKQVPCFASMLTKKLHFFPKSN
# esBAF inh: Bmi1 luciferase reporter increase in mESCs, primary screen, esBAF inhibitor project, mouse ES cells, Bmi1 luciferase knock-in, single point. 24 h; 100% = twice the neutral-well signal. reporter increase, % at 12.5 µM. actives 2% (n = 350,000). AID 602393, 2012; in the data active = activation above about 40%; inconclusive = no clear call, values can overlap the other calls;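 note: 0% = median of the plate's neutral control wells and 100% = double that signal; a rise in the Bmi1 reporter signal indicates esBAF inhibition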
# LGR2 inh: inhibitors of bursicon-induced LGR2 CRE-luciferase signal, primary screen, cell-based, HEK293, CRE-luciferase reporter, bursicon stimulation; bursicon-stimulated, 4 h; AID 720647, 2013; inhibition, % at 9.99 µM; Drosophila bursicon receptor LGR2 (rickets); actives 0.35% (n = 380,000);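 active = drop in luminescence signal, shown as inhibition above about 50% in the replicate tests, limit read from the data, passing the limit was not always enough; inconclusive = probably only some replicates passing the limit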;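 note: agonist challenge used bursicon conditioned medium at about half maximal strength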
# FN deposition inh: inhibitors of fibronectin matrix deposition, primary screen, AH1F cells, Alexa488-fibronectin fluorescence, plate reader; inhibition, % at 12.6 µM; actives 0.086% (n = 350,000); AH1F fibroblasts, overnight;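 active = mean inhibition across replicates of 30% or more, regardless of how many single replicates reach that level; inconclusive = mean under 30% yet at least half of replicates reach 30%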;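 note: positive control wells lacked labelled fibronectin entirely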
#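 Schedule: 1 h cell adhesion before compound, then overnight fibronectin incubation; test system: AH1F fibroblast monolayer depositing Alexa488-labelled fibronectin into matrix; quantity: 10000 AH1F cells per well; probe or stimulus: fluorescent fibronectin at 24 nM final; signal: fluorescence, ex 485 nm, em 525 nm; evaluation: percent inhibition as loss of matrix-bound fibronectin fluorescence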
# Statin myotox sup: suppressors of statin myotoxicity in C2C12 myotubes, primary screen, cell-based, single point, plate reader. actives 0.78% (n = 330,000). C2C12 myotubes + simvastatin, ATP luminescence, 48 h; scaled: DMSO 0, geranylgeraniol control 100. rescue of ATP level, % at 7.49 µM;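 active = mean ATP rescue above about 67%, or every replicate alone reaching that limit, limit read from the data, passing the limit was not always enough; inconclusive = no clear call, values can overlap the other calls; inactive = mean under the limit and some replicate under it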;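 note: myotubes were challenged with 10 µM simvastatin during compound exposure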
# The depositor's hits bear a star; ? = inconclusive; . = not tested or not shown.
SMILES,SIRT5 inh,S100A4 MyoIIA,CASP6 VEID inh,esBAF inh,LGR2 inh,FN deposition inh,Statin myotox sup
CCc1ccc(N2CC(C(=O)N/N=C/c3cc([N+](=O)[O-])ccc3O)CC2=O)cc1 (configuration not stated),-10,-2,1,.,-30,6,.
Cc1ccc(/C=C/c2ccc(N(C)C)cc2)[n+](C)c1,10,-73,-5,-83,2,-23,-53
Cc1cc(OCc2cc(C(=O)NCCN3CCCCC3CO)no2)cc(C)c1Cl (configuration not stated),-3,0,-12,1,7,-5,1
CC(=O)NC1CCCc2c1cnn2-c1ccc(C(C)(C)C)cc1 (configuration not stated),-2,-4,1,15,.,2,-41
COc1ccc(C(=O)COC(=O)CNC(=O)c2cccs2)cc1Br,2,3,-3,-5,-10,-6,8
C[C@@H]1CCCCO[C@@H](CN(C)C(=O)Nc2ccc(F)cc2)[C@@H](C)CN([C@H](C)CO)C(=O)c2cc(NC(=O)Nc3ccc(C(F)(F)F)cc3)ccc2O1,-2,-8,-2,-3,-3,.,.
Cc1cc(C)c(C(=O)N2CCCC(CNS(=O)(=O)c3cccs3)C2)o1 (configuration not stated),-1,0,4,-2,5,3,-4
COc1ccc(NC(=O)CN2C(=O)CSc3ccc(S(=O)(=O)N4CCC(C)CC4)cc32)cc1,3,-11,6,1,4,-2,49
COc1ccc(C(=O)N/C(=C/c2cccs2)C(=O)NCCCn2ccnc2)cc1OC,.,.,.,-7,1,-12,-3
O=C1CSC(=S)N1c1cccnc1,-1,-91,12,6,8,1,-18
NC(=O)c1ccccc1OCC(=O)NC12CC3CC(CC(C3)C1)C2,.,.,.,2,7,.,-21
O=C1NC(=O)C(=Cc2ccc(Cl)cc2Cl)S1,1,10,3,.,-73,1,-25
COc1ccc(C(=O)NCC(=O)OCC(=O)N2CC(C)OC(C)C2)cc1OC (configuration not stated),.,-5,0,21,8,.,-5
CCC(C)c1ccc(S(=O)(=O)N2CCN3CCCC3C2)cc1 (configuration not stated),0,3,-9,0,-14,-1,1
Cc1ccc2nc(N3C(=O)C(O)=C(C(=O)c4ccc(C)o4)C3c3ccco3)sc2c1 (configuration not stated),-10,-12,48*,?,-45,15,18
COc1ccc(NC(=S)N2CCCN(Cc3cc(C)ccc3C)C2)cc1,10,8,-13,3,-12,1,13
Cc1ccc(S(=O)(=O)N(C)C)cc1NC(=O)c1c(-c2c(F)cccc2Cl)noc1C,-3,-4,-1,.,17,5,.
CCOC(=O)N1CCC(N2Cc3cccc(C(=O)NCC4CCN(CC(C)C)C4)c3C2=O)CC1 (configuration not stated),0,-7,0,7,-9,-12,-4
CN(C)C(=O)CSC1c2ccccc2C(=O)N1c1ccccc1 (configuration not stated),-8,-4,-2,-10,-1,.,11
CSc1ncccc1C(=O)OCC(=O)NC1CCCc2ccccc21 (configuration not stated),-1,-13,0,.,13,-1,.
CCS(=O)(=O)/N=C(\N)c1ccccc1,-4,-8,-4,-8,-3,.,15
CC(=O)N/C(=C\c1ccccc1)C(=O)OC(C)C(=O)N(C)c1ccccc1 (configuration not stated),1,7,3,-1,2,2,4
O=C(c1ccc(Cl)cc1)N(Cc1ccccc1F)N1C(=O)CCCC1=O,-4,1,0,1,-2,11,-5
O=C(O)c1ccc(-c2nc(-c3cccc(C(F)(F)F)c3)cs2)cc1,-2,-2,-3,.,-21,.,.
O=S(=O)(c1cccc(-c2nnc3n2CCCCC3)c1)N1CCOCC1,-1,-4,1,-6,7,6,3
CCC(=O)Nc1ccc2c(c1)C(=O)N(C)C[C@H](OC)[C@H](C)CN(C(=O)C1CCC1)[C@@H](C)CO2,-5,-7,-1,-6,-19,3,10
O=C(N1CCCCC1)C12CC3CC(C1)CC(C(=O)N1CCCCC1)(C3)C2,.,.,.,1,-24,.,4
Cc1nn(-c2ccccc2)c(Cl)c1C(=O)NC1CCCCC1,5,-22,-3,.,-2,0,.
O=C(NC(=S)Nc1ccc(S(=O)(=O)Nc2ncccn2)cc1)c1ccc(Br)cc1,3,6,-1,.,4,7,.
CC1CN(S(=O)(=O)c2ccc(C(=O)O)cc2)CC(C)O1 (configuration not stated),-3,3,-3,-5,-5,-2,0
Cc1ccc(NC(=O)COC(=O)C2C3CC4OC(=O)C2C4C3)cc1Cl (configuration not stated),.,-12,1,-1,7,1,0
COc1ccc(S(=O)(=O)N(C)C[C@H]2Oc3c(NC(=O)c4nc5ccccc5s4)cccc3C(=O)N([C@@H](C)CO)C[C@H]2C)cc1,10,-17,-1,5,27,19,.
CN1CCN(C(=O)c2cc3c(c(-c4cccc(C5=CCCC5)c4)n2)[C@H](CCO)N([S@@](=O)C(C)(C)C)C3)CC1,-1,-35,-9,-1,10,-2,11
Cc1ccccc1NC(=O)c1cc([N+](=O)[O-])ccc1NCCN1C(=O)CCC1=O,-5,-1,-2,.,-44,2,.
Cc1ccc(C(=O)Nc2cccc(C(=O)NC3CCCC3)c2)cc1,-3,-4,-2,50*,-17,0,-28
O=C(O)/C=C/C(=O)NCCc1cccc(Cl)c1,-3,-2,0,.,-7,1,.
Cc1ccc(C(=O)C2=C(O)C(=O)N(Cc3cccnc3)C2c2ccc(N(C)C)cc2)o1 (configuration not stated),-3,6,13,5,-9,3,-2
CCn1c(CNC(=O)c2ccccc2F)nnc1SCC(=O)NC1CCCCC1,.,-14,0,3,9,-4,7
COC(=O)c1ccc(COc2ccccc2/C=N/NS(=O)(=O)c2ccccc2)cc1,-2,-15,-1,-8,1,.,8
CC1Cc2ccccc2N1C(=O)Cn1c(=O)cc(O)c2ccccc21 (configuration not stated),.,.,.,-5,.,8,1
CCC(=O)NC[C@H]1[C@@H](c2ccc(-c3ccccc3)cc2)[C@H](CO)N1C(=O)C1CC1,-1,-1,0,-1,-3,.,1
COc1ccc(NC(=S)N(CCC(C)C)C2CCN(C(C)C)CC2)cc1Cl,-10,12,-11,7,-7,-9,-1
COc1cc(CNCc2ccco2)ccc1OCc1ccccc1,.,.,.,-1,3,.,-20
CCOC(=O)C1CCN(C(=O)CN(c2ccc(Oc3ccccc3)cc2)S(C)(=O)=O)CC1,-2,-4,-1,0,-8,.,2
O=C(Nc1ccc(N2CCCC2)cc1)C(c1ccccc1)c1ccccc1,.,.,.,-7,.,-11,13

# Shown as a hit in esBAF inh, among the entries above:
Molecule	SIRT5 inh	S100A4 MyoIIA	CASP6 VEID inh	esBAF inh	LGR2 inh
Cc1ccc(C(=O)Nc2cccc(C(=O)NC3CCCC3)c2)cc1	-3	-4	-2	50*	-17

# The results go on:
SMILES,SIRT5 inh,S100A4 MyoIIA,CASP6 VEID inh,esBAF inh,LGR2 inh,FN deposition inh,Statin myotox sup
COCC1CCCC1OS(N)(=O)=O (configuration not stated),.,-1,-1,2,-8,0,-3
O=C(O)c1ccc(OCC(O)Cn2c3ccccc3c3ccccc32)cc1 (configuration not stated),24*,0,2,.,-1,3,.
Cc1ccccc1C(=O)NNC(=O)c1ccncc1,1,-6,-1,5,22,-4,5
O=C(C(=O)N1CCN(c2ccccc2)CC1)c1cn(CC(=O)N2CCCCCC2)c2ccccc12,-8,-7,0,7,-1,.,2
Cc1ccc(N(C(=O)CNC(=O)c2ccco2)C(C(=O)NC2CCCC2)c2cccnc2)cc1C (configuration not stated),.,.,.,-3,.,4,-29
C[C@@H]1CN([C@H](C)CO)C(=O)CCCn2cc(nn2)CO[C@@H]1CN(C)Cc1ccc2c(c1)OCCN2C,-2,13,2,-1,7,1,-1
Cc1cc(Cl)ccc1NNC(=O)c1snnc1C,-2,1,-2,12,-6,-11,14
O=C1CN(C(=O)N[C@@H](Cc2ccccc2)C(=O)N[C@H](C(=O)O)c2ccccc2)c2ccccc2N1,-1,-1,7,4,-6,-3,-7
COC(=O)c1ccc(NC(=O)CSc2nc3ncccc3[nH]2)cc1,-6,-2,0,.,-8,1,.
O=C(NCCc1ccccc1)[C@H]1[C@H](CO)[C@H]2Cn3c(cccc3=O)[C@H]2N1Cc1ccccc1,-4,0,0,-2,-13,.,5
Cc1ccc(-n2c(SCC(=O)Nc3cccc(S(=O)(=O)NC4=NCCCCC4)c3)nc3ccccc3c2=O)cc1,-4,14,-3,.,-2,2,.
O=C(c1cn2ccccc2n1)N1CCc2c([nH]c3ccccc23)C1c1ccccn1 (configuration not stated),3,4,2,.,-4,-2,.
Cc1noc(C)c1S(=O)(=O)Nc1ccc2c(c1)C(=O)N([C@H](C)CO)C[C@@H](C)[C@H](CN(C)S(=O)(=O)c1ccccc1)OCCCC[C@@H](C)O2,2,-15,0,2,4,0,.
CC(C)c1nc2oc3c(NCC4CCCO4)ncnc3c2c2c1COC(C)(C)C2 (configuration not stated),.,.,.,-5,.,0,4
COCC(=O)Nc1ccc2c(c1)[C@@H]1C[C@@H](CC(=O)N3CCOCC3)O[C@H](CO)[C@@H]1O2,-1,1,3,1,2,2,1
Cc1ccccc1S(=O)(=O)N[C@H]1CC[C@H](CCn2cc(-c3ccccc3)nn2)O[C@@H]1CO,-2,7,-1,-5,36,.,-1
CCOC(=O)C1=CCC2C(=O)N(C)C(=O)C12 (configuration not stated),-1,-52,-1,-1,1,7,4
Cc1ccc(S(=O)(=O)Nc2ccc(N(C)C)cc2)cc1,112*,-14,8,2,-21,.,8
CC(C)C(NC(=O)c1ccccc1F)C(=O)NCc1ccc(F)cc1 (configuration not stated),1,1,-4,-6,0,9,0
O=C(N[C@@H]1CC[C@H](CCn2cc(C3(O)CCCC3)nn2)O[C@H]1CO)C1CC1,-1,13,-4,6,9,.,-3
N#C[C@@H]1[C@@H](c2ccc(-c3cccnc3)cc2)[C@H](CO)N1C(=O)Nc1ccc(F)cc1,-1,-2,-1,-6,-3,7,14
COCC(=O)N1[C@H](C#N)[C@@H](c2ccccc2)[C@H]1CO,-1,-4,-1,-1,0,9,-17
C[C@@H]1CN([C@@H](C)CO)C(=O)c2cc(NC(=O)Cn3cnnn3)ccc2O[C@@H]1CN(C)Cc1ccc(Oc2ccccc2)cc1,2,-20,1,2,-17,.,20
CCNC(=O)[C@H]1[C@H](CO)[C@H]2Cn3c(ccc(C4=CCCCC4)c3=O)[C@H]2N1Cc1ccccc1,-6,-1,-2,-7,1,.,-1
O=C(Nc1cccc(Cl)c1)c1nc[nH]c1C(=O)NCCN(CCNC(=O)c1[nH]cnc1C(=O)Nc1cccc(Cl)c1)CCNC(=O)c1[nH]cnc1C(=O)Nc1cccc(Cl)c1,-8,-5,-3,1,-5,4,0
N#C[C@@H]1[C@H](c2ccccc2C2=CCCCC2)[C@H](CO)N1C(=O)CN1CCOCC1,-1,1,2,.,5,-3,.

# Reprinted at random: four records from the list
SMILES,SIRT5 inh,S100A4 MyoIIA,CASP6 VEID inh,esBAF inh,LGR2 inh,FN deposition inh,Statin myotox sup
O=C(Nc1cccc(Cl)c1)c1nc[nH]c1C(=O)NCCN(CCNC(=O)c1[nH]cnc1C(=O)Nc1cccc(Cl)c1)CCNC(=O)c1[nH]cnc1C(=O)Nc1cccc(Cl)c1,-8,-5,-3,1,-5,4,0
O=C(N[C@@H]1CC[C@H](CCn2cc(C3(O)CCCC3)nn2)O[C@H]1CO)C1CC1,-1,13,-4,6,9,.,-3
N#C[C@@H]1[C@@H](c2ccc(-c3cccnc3)cc2)[C@H](CO)N1C(=O)Nc1ccc(F)cc1,-1,-2,-1,-6,-3,7,14
COCC(=O)N1[C@H](C#N)[C@@H](c2ccccc2)[C@H]1CO,-1,-4,-1,-1,0,9,-17

# The list is partial, so the mix of outcomes need not match the whole.
